Screening data from PubChem BioAssay.
FUS suppressor: qHTS for Suppressors of FUS Proteinopathy: Primary screen using FUS-linked yeast assay. S. cerevisiae FUS-expressing, growth rescue, OD600, 24 h. Potency, µM (titrated, usually from 76.6 µM), for the others: at the top dose growth rescue (activation), most hits filed as activators. 390,000 tested, 0.24% active. AID 1347120, 2019;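 note: plate controls were DMSO vehicle for no effect and reference control for full effect; nearly all actives have a fitted effect of over 55% in size; some results filed as inactive show a strong effect at the top dose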
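Cultures pregrown in 2.5% raffinose medium are shifted to minimal medium containing 2% galactose to express toxic FUS. Compounds are tested at several concentrations. After 24hr at 30C, growth is quantified at 600 nm absorbance.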
aSyn yeast inh: qHTS of alpha-syn Inhibitors; Yeast expressing alpha-synuclein, growth rescue, BacTiter-Glo, 24 h; Potency, µM (doses to about 46.1 µM), for the others: at the highest dose growth rescue (activation), most hits filed as activators; 370,000 tested, 0.14% active; AID 652106, 2013; note: % of control where 0% means no effect; nearly all actives have a fitted effect of over 65% in size
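Screening used galactose-induced yeast with toxic alpha-synuclein levels, exposed to compound for 24 hr at 30 deg C. Cell growth, read with BacTiter-Glo luminescence, gave the measured signal.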
EPAC1 agonist: qHTS for Agonist of cAMP-regulated guanine nucleotide exchange factor 3 (EPAC1): primary screen | Rap guanine nucleotide exchange factor 3 (Homo sapiens), O95398 | EPAC1 agonist qHTS, biochemical assay; response scale: 100% = response to 6.5 mM cAMP | Potency, µM (doses to about 154 µM), without a hit: top-dose activation, usual class: activators | 360,000 tested, 0.073% active | AID 720707, 2013; note: nearly all actives have a fitted effect of over 60% in size
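Multi-concentration qHTS readout: loss of Rap1B-bound BODIPY-GDP fluorescence driven by 100 nM EPAC1 with excess GDP (50 uM), monitored kinetically at room temperature; agonist response expressed relative to 6.5 mM cAMP.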
TDP43 rescue: qHTS of TDP-43 Inhibitors. 410,000 tested, 1.8% active. TDP-43 expressing yeast growth rescue, BacTiter-Glo, 24 h. Potency, µM (doses to about 46.1 µM), inactives show at the top dose growth rescue (activation), usual class: activators; note: % of control where 0% means no effect; nearly all actives have a fitted effect of over 50% in size
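Readout is BacTiter-Glo luminescence of cell growth, so inhibitors register as activators. TDP-43-expressing yeast at OD600=0.02 in galactose medium, after raffinose pregrowth to mid-log, were incubated with compound for 24 hr at 30 deg C.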
PTHR1 ag: qHTS for PTHR1 Agonists: Primary Screen; AID 743266, 2014; Parathyroid hormone/parathyroid hormone-related peptide receptor (Homo sapiens), Q03431; 410,000 tested, 0.075% active; Potency, µM (series often up to 115 µM), without a hit: top-dose activation, hits mostly activators; HEK293 GP2 PTHR1 cells, GloSensor cAMP luminescence, 1 h; note: nearly all actives have a fitted effect of over 55% in size; some results filed as inactive show a strong effect at the top dose; inactives centre near -15; many of its hits are not listed in these tables
Target sequence (Q03431 whole entry, looked up): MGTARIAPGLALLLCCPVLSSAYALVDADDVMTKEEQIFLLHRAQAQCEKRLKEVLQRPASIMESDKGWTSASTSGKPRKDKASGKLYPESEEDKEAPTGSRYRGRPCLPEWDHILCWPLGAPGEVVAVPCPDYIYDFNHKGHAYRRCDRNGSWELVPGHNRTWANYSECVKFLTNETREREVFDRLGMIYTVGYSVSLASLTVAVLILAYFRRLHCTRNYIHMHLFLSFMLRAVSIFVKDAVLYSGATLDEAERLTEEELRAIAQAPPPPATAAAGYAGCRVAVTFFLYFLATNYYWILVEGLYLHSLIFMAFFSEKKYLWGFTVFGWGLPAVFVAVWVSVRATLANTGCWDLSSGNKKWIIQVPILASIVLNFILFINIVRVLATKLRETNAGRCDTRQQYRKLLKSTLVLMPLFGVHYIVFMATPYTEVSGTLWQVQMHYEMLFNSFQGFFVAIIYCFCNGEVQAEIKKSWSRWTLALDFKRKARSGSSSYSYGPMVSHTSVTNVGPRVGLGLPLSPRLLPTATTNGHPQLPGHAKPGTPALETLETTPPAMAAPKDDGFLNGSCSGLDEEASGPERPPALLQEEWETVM
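HEK-293-derived GP2 cells expressing PTHR1 and a GloSensor cAMP reporter, 3,000/well, plated overnight, given luciferin plus IBMX (each 0.5 mM as added) for 1 h at 37 °C, then compound for 1 h at 37 °C. Luminescence was read after 15 min at room temperature.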
EPAC1 antag: qHTS for Antagonist of cAMP-regulated guanine nucleotide exchange factor 3 (EPAC1): primary screen; Potency, µM (titrated, usually from 115 µM), for the others: top-dose activity change, negative = inhibition, actives largely listed as inhibitors; Rap guanine nucleotide exchange factor 3 (Homo sapiens), O95398; EPAC1 GEF assay, Rap1b-BODIPY-GDP exchange fluorescence; 360,000 tested, 0.14% active;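 note: plate controls were vehicle for no effect and positive control for full effect; nearly all actives have a fitted effect of over 50% in size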
EPAC2 agonist: qHTS for Agonist of cAMP-regulated guanine nucleotide exchange factor 4 (EPAC2): primary screen; AID 720711, 2013; 360,000 tested, 0.079% active; Rap guanine nucleotide exchange factor 4 (Homo sapiens), Q8WZA2; Potency, µM (top dose mostly 154 µM), for the others: top-dose activation, hits mostly activators; EPAC2 activation, biochemical qHTS; response scale: 100% = 6.5 mM cAMP response; note: nearly all actives have a fitted effect of over 50% in size
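Fluorescence exchange assay: 100 nM EPAC2 with 250 nM RAP1B-BODIPY-GDP and 50 uM GDP; compounds tested as a concentration-titration series (qHTS). Loss of Rap1-bound BODIPY-GDP fluorescence read at 480/540 nm; data normalized to 6.5 mM cAMP.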
EPAC2 antag: qHTS for Antagonist of cAMP-regulated guanine nucleotide exchange factor 2 (EPAC2): primary screen. EPAC2 GEF exchange of Rap1B-BODIPY-GDP, fluorescence. Potency, µM (doses to about 114 µM), for the others: top-dose activity, negative = inhibition, hits mostly inhibitors. 360,000 tested, 0.18% active. AID 720708, 2013; note: % is set by controls: 0 for no effect and ±100 for the full control effect; nearly all actives have a fitted effect of over 45% in size; many of its hits are not listed in these tables
* hit, by the source's call; i = inactive; ? = inconclusive; . = no result given; & = joins results of further samples; [ ] = remark or other dose. Calls come from the whole dose curve; as a rule, active = well fitted curve in the direction sought with a large enough effect; inconclusive = small, poorly fitted or top-dose-only effect, or another doubt; inactive = no such curve, though single readings can be large; an effect the other way counts as inactive or inconclusive. Potency is the fitted concentration of half-maximal effect. These rows are one share of the data; rates above refer to the full screens.

| structure | FUS suppressor | aSyn yeast inh | EPAC1 agonist | TDP43 rescue | PTHR1 ag | EPAC1 antag | EPAC2 agonist | EPAC2 antag |
| --- | --- | --- | --- | --- | --- | --- | --- | --- |
| CCCCCc1ccc(-c2ccc(C(=O)O)cc2)nc1 | 32.2% | 0.8% | -3.1% | 3.16µM* | -56.0% | ? | 3.6% | -4.6% |
| O=C(c1ccc2c(c1)OCCO2)C1CCN(C(=O)Nc2ccc(F)cc2)CC1 | -16.3% | 13.2% | -11.9% | 18.1% | -39.5% | -13.3% | 0.6% | -3.2% |
| Cc1cc(NC(=O)COC(=O)c2oc3c(Cl)cccc3c2C)no1 | . | -0.5% | -0.4% | 12.6% | i | -7.9% | 7.4% | 7.1% |
| Cc1cc(C)cc(N(C(=O)c2csnn2)C(C(=O)NC(C)(C)C)c2cccs2)c1 (stereo not drawn) | 5.8% | 1.7% | 6.8% | -0.9% | -1.7%[57.5 µM] | 8.2% | 6.3% | -0.3% |
| CCOC(Cn1c(-c2ccc(OC)cc2)nc2ccccc21)OCC | -2.8% | 5.7% | -4.7% | -11.3% | i | -7.4% | 3.8% | -1.6% |
| CCN(CC(O)CON=C1c2ccccc2-c2ccccc21)S(=O)(=O)c1ccc(Cl)cc1 (stereo not drawn) | . | ? | 3.9% | 17.4% | -26.3% | -13.1% | 9.0% | 1.2% |
| CN(C)Cc1nnnn1-c1cccc(-n2nnnc2CN(C)C)c1 | -23.3% | -0.4% | -3.2% | 5.8% | i | 0.7% | 3.7% | 7.7% |
| CN1C(=O)c2ccc(N(C)C)cc2C1=O | -28.0% | 9.6% | 15.5% | 11.7% | -8.1% | -17.0% | -3.4% | -6.8% |
| Cc1cc(OCC(=O)NC2CC(C)(C)NC(C)(C)C2)c2c(C)cc(=O)oc2c1 | 13.8% | -0.2% | -18.0% | -12.0% | i | -9.2% | 1.9% | 13.3% |
| Cc1ccc(C(=O)c2ccccc2C(=O)OCC(=O)Nc2cccc([N+](=O)[O-])c2)cc1 | . | 19.4% | 2.1% | 0.0% | i | 2.3% | 6.5% | -2.2% |
| Cc1ccc(S(=O)(=O)N2c3ccccc3CC2C)cc1 (stereo not drawn) | 11.9% | 18.8% | -1.0% | -35.3%[inhibitor] | -13.5% | 9.8% | 9.7% | -16.7% |
| O=C(Cn1cnc2c(oc3nc4c(cc32)CCCC4)c1=O)Nc1ccccc1 | 6.1% | 0.9% | 13.4% | 10.8% | -8.3% | -13.6% | -0.4% | 3.5% |
| COc1ccc(Nc2nc(-c3cccs3)nc3ccccc23)cc1 | 20.3% | -19.7% | 26.8% | ? | -8.7% | -25.5% | 13.9% | -6.5% |
| CC(C)CSc1nsc(N)n1 | -28.1% | -13.1% | 5.5% | 1.2% | -4.3%[57.5 µM] | 6.9% | 4.8% | 0.9% |
| C=COCCNC(=O)C1CC(=O)N(c2ccc(C)cc2)C1 (stereo not drawn) | 15.7% | 2.7% | 5.0% | 0.0% | i | 9.7% | 8.9% | -3.8% |
| CCC(c1nnc(SCC(=O)Nc2ccc(C(=O)N(C)C)cc2)n1Cc1ccccc1)N(C)C (stereo not drawn) | . | -4.6% | -3.5% | -8.0% | 2.1% | 5.5% | 12.2% | 0.3% |
| CC(C)CC1(C)N=C(c2ccccc2)C(=S)N1 (stereo not drawn) | 9.1% | -2.5% | 3.8% | ? | -28.2% | 14.3% | 12.4% | -1.7% |
| CC(C)Oc1ccc(C(=O)Nc2cccc3cccnc23)cc1 | 10.3% | -5.8% | 0.0% | -2.5% | i | -5.4% | 9.3% | 0.7% |
| Cc1cc(=O)c2c([nH]1)c(C)cc1[nH]c(C)c(C)c12 | 28.2% | -1.6%[1.84 µM] | -3.5% | 7.7% | -34.0% | -8.0% | 8.1% | -14.1% |
| NC(=O)c1ccsc1NC(=O)CS(=O)(=O)c1ccc(F)cc1 | -2.2% | 1.9% | ? | 14.2% | i | -7.1% | 2.8% | 6.8% |

An excerpt from above in order of their number in EPAC1 agonist, low to high:
| molecule | EPAC1 agonist | PTHR1 ag | EPAC1 antag | EPAC2 antag |
| --- | --- | --- | --- | --- |
| CC(C)Oc1ccc(C(=O)Nc2cccc3cccnc23)cc1 | 0.0% | i | -5.4% | 0.7% |
| CCN(CC(O)CON=C1c2ccccc2-c2ccccc21)S(=O)(=O)c1ccc(Cl)cc1 (stereo not drawn) | 3.9% | -26.3% | -13.1% | 1.2% |
| CN1C(=O)c2ccc(N(C)C)cc2C1=O | 15.5% | -8.1% | -17.0% | -6.8% |

The listing continues.
| structure | FUS suppressor | aSyn yeast inh | EPAC1 agonist | TDP43 rescue | PTHR1 ag | EPAC1 antag | EPAC2 agonist | EPAC2 antag |
| --- | --- | --- | --- | --- | --- | --- | --- | --- |
| O=C(CN(C(=O)CNS(=O)(=O)c1ccc(F)cc1)c1ccccc1F)NCc1ccco1 | -11.4% | 1.2% | -4.6% | 0.0% | -13.0% | 1.5% | -0.1% | -15.0% |
| OC(COc1ccccc1F)CN1CCC(Cc2ccccc2)CC1 (stereo not drawn) | -28.6% | -0.4% | 0.7% | 1.6% | -15.7% | -8.8% | 20.0% | -3.3% |
| O=C(Nc1cc(Cl)cc(Cl)c1)c1ccno1 | 0.5% | -3.4% | -6.3% | ? | i | -5.3% | 4.7% | -0.3% |
| COc1ccccc1CC(=O)Nc1ccccc1O | 28.7% | 11.3% | 6.3% | 5.0% | i | 8.8% | 10.1% | 3.1% |
| O=c1[nH]c(N2CCOCC2)nc2ccccc12 | -3.1% | -4.8% | 1.7% | -13.8% | i | -10.6% | 1.9% | 2.8% |
| CCC1c2ccc(C)n2CCN1C(=O)Nc1ccccc1C(=O)OC (stereo not drawn) | 26.6% | 3.0% | 6.9% | 7.0% | 7.4%[57.5 µM] | 0.0% | 11.1% | -4.1% |
| O=C(Cc1nnc(NC(=O)Nc2ccc(Cl)cc2)s1)NCc1ccccc1 | . | -1.6% | -1.1% | 13.2% | -8.0% | -5.7% | 5.5% | -5.4% |
| Cc1cc(=O)oc2c1c(C)nn2-c1ccc(Cl)cc1 | 2.7% | -8.6% | 5.1% | ? | i | -8.8% | 9.3% | 3.6% |
| CC(C)Nc1oc(Cc2cccc3ccccc23)nc1C#N | . | -7.3% | 17.2% | 23.8% | -20.8% | -23.9% | 29.0% | -0.2% |
| Cc1ccc(OCC(=O)N/N=C2/SCC(=O)N2Cc2ccccc2)cc1 | . | -7.0% | 0.4% | -2.6% | i | -23.4% | -4.7% | 7.6% |
| Cc1cc(C(=O)O)ccc1-c1ccc(/C=C2\NC(=O)N(Cc3ccccc3Cl)C2=O)o1 | 11.6% | 6.8% | 0.4% | -9.1% | -28.0% | -11.7% | 14.9% | 0.6% |
| COc1cccc(NC(=S)N(Cc2ccccn2)Cc2ccccc2Cl)c1 | 11.3% | 4.1% | 17.2% | 14.1%[9.22 µM] | -4.6% | -12.5% | 5.4% | -0.5% |
| O=[N+]([O-])c1ccc(-c2csc(N3CCc4ccccc4C3)n2)cc1 | . | -7.9% | -7.5% | -21.7% | -10.8% | 13.8% | 8.4% | 5.6% |
| Cc1ccc(SCC(=O)c2cc(C)c(O)c(C)c2)cc1 | 1.5% | -1.3% | 7.1% | 17.8µM* | -21.1% | -26.8% | 19.6% | -27.0% |
| C[C@@H]1CN([C@H](C)CO)C(=O)CCCn2nncc2CO[C@@H]1CN(C)S(=O)(=O)c1ccc(Cl)cc1 | -1.1% | -4.5% | -16.1% | 19.6% | -24.3% | 20.3% | 8.0% | -2.1% |
| Nc1nc2c(ncn2[C@@H]2O[C@H](CNS(=O)(=O)C3CC3)[C@@H](O)[C@H]2O)c(=O)[nH]1 | 3.5% | -7.0% | 10.4% | 12.5% | -18.0% | ? | 2.0% | 3.3% |
| Cc1nc(SCC(=O)Nc2ccc(F)cc2)c2oc3ccccc3c2n1 | 1.3% | 0.4% | -2.8% | 9.5% | -6.7%[57.5 µM] | 9.2% | 2.6% | 15.1% |
| CCN1C(=O)CS/C1=N\S(=O)(=O)c1ccc(Cl)cc1 | -17.4% | 4.4% | -6.3% | 22.6% | i | -9.5% | -18.2% | 0.0% |
| NC(=O)CC(NC(=O)Cc1ccc(Br)cc1)c1ccc(NC2CCCCCC2)c([N+](=O)[O-])c1 (stereo not drawn) | -10.1% | -6.5% | -10.8% | 9.5% | -4.7% | -14.8% | -7.9% | -3.7% |
| CCCCn1c(N)c(N(CC(C)C)C(=O)CCNC(=O)c2ccc([N+](=O)[O-])cc2)c(=O)[nH]c1=O | -9.7% | -1.7% | 6.4% | 2.8% | i | -15.4% | 1.5% | -3.2% |
| NC1=NCc2ccccc21 | -12.9% | -6.4% | -5.4% | -12.0% | -3.1%[57.5 µM] | 12.6% | 2.6% | 10.9% |
| C(#Cc1ccc(C#CCN2CCCC2)cc1)CN1CCCC1 | 7.7% | -2.7% | -2.3% | -5.5% | -18.7% | 4.5% | 6.2% | 12.9% |
| COC(=O)CSc1nc(-c2ccc(F)cc2)cc(C(F)(F)F)n1 | 5.6%&6.9% | -1.4% | -1.4% | -13.2%&-7.8% | ? | -13.0% | 6.4% | -18.8% |
| O=S(=O)(NCCOc1ccc(F)cc1)c1ccc2c(c1)OCCO2 | 46.9% | -2.2% | 11.0% | 16.3% | -9.7% | 8.2% | 12.8% | 8.0% |
| NNC(=O)C1=NOC(CNc2ncc(C(F)(F)F)cc2Cl)C1 (stereo not drawn) | ? | 6.3% | 4.7% | 6.0% | i | -17.1% | 1.3% | -6.4% |
| NC(=O)c1ccc(Nc2ccc3c(c2)CCC3)c([N+](=O)[O-])c1 | 31.7% | -3.3% | -6.7% | -15.6% | -17.0% | ? | 2.8% | -14.4% |
| COc1ccc(C(C(=O)NC2CCCC2)N(C(=O)c2ccoc2C)c2ccccc2)cc1 (stereo not drawn) | 1.7% | -2.0% | -5.3% | 7.5% | -19.1% | -2.5% | -4.6% | -22.8%[57.1 µM] |
| Cc1ccc(S(=O)(=O)N(C)c2ccc(C(=O)O)cc2)cc1 | 12.3% | 6.7% | 9.0% | 2.5% | i | -0.9% | 8.7% | -2.6% |
